Screens as filed in PubChem.
NR2E3 ag-1 = agonists of human nuclear receptor NR2E3; Q9Y5X4; GST-NR2E3/biotin-RetCOR TR-FRET, 1536-well; hit rate 0.12% among 320,000; inhibition of corepressor binding, % at 4.78 µM; AID 2300;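 active = percent inhibition above the cutoff of mean plus 3 SD of all tested compounds, set per screening campaign, cut at about 20% in these data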;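 also: 0% = DMSO wells and 100% = biotin wells as full block of FRET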
Target sequence (Q9Y5X4 whole entry, looked up): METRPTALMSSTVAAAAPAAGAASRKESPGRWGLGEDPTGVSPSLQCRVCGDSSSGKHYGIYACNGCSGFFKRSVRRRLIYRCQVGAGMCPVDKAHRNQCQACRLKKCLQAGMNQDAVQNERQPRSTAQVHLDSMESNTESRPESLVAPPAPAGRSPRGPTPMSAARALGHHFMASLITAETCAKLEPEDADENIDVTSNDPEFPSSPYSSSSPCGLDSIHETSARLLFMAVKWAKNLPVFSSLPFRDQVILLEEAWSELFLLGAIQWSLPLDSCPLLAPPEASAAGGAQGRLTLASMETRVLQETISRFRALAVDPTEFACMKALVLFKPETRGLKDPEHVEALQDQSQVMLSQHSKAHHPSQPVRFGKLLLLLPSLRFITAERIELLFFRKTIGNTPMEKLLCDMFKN
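Test system – NR2E3–RetCOR corepressor complex · Quantity – NR2E3 fusion 1.35 nM · Buffer or medium – Tris pH 7.5 · Incubation – Compound–protein incubation for 5 h at 4 °C · Technique – TR-FRET, Eu(K)-anti-GST donor, streptavidin-D2 acceptor, ex 340, em 617/671 nm · Evaluation – percent inhibition of 671/617 nm emission ratio versus biotin and DMSO controls · Plate – 1536-well format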
iPSC survival up = increases survival of single human iPS cells | hiPSC single-cell survival, ATPlite luminescence; 100% = ROCK inhibitor wells, 0% = DMSO | survival enhancement, % at 20 µM | hit rate 0.044% among 360,000 | AID 602274; in the data active = survival enhancement above about 18%;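 also: cells exposed to compounds for 16 hours before the ATP read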
NR2E3 ag-2 = human photoreceptor-specific nuclear receptor agonism | CHO-S Gal4-NCOR/VP16-NR2E3 two-hybrid, luciferase | AID 602229 | hit rate 0.35% among 360,000 | inhibition of corepressor binding, % at 3.98 µM;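 active = inhibition above the mean of all tested compounds plus 3 SD, cut at about 70% in these data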;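 also: 0% = DMSO with NR2E3 transfected cells and 100% = cells lacking NR2E3 construct; higher means lower luciferase signal from less NR2E3 corepressor binding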
KKLEB tox = reduces viability of KKLEB cystic fibrosis airway cells | KKLEB CF airway cells viability, ATPlite luminescence, overnight; active compounds read low; cells stimulated with P. aeruginosa culture filtrate | activity change (cytotoxicity), % at 5 µM | hit rate 0.36% among 360,000;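 active = corrected activity change at or below -50% at 5 µM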
CF NFkB inh = inhibitors of cystic fibrosis induced NF-kB; hit rate 0.86% among 360,000; inhibition, % at 5 µM; AID 588850; KKLEB NF-kB-GFP reporter, PAF-induced, GFP fluorescence overnight;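 active = at least 50% inhibition at 5 µM, scaled per plate between neutral and stimulator controls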;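 also: PAF is a Pseudomonas aeruginosa culture filtrate used as stimulus; plate controls were PAF-stimulated DMSO wells for no effect and unstimulated DMSO wells for full effect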
TRPM1 prom inh = MITF TRPM1 promoter inhibition in SK-MEL-5 cells; SK-MEL-5 TRPM1 promoter luciferase, 24 h; hit rate 0.83% among 330,000; inhibition, % at 12.5 µM;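 active = mean inhibition across replicates of 60% or more, whatever share of single replicates reaches that level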; also: values of inactives mirror those of a sister screen read the other way
HIF-2a inh = inhibitors of HIF-2a | AID 624352 | 786-0 RCC cells HIF-2a reporter, luciferase luminescence, overnight | inhibition, % at 18.8 µM | hit rate 0.72% among 360,000;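 active = inhibition of the luminescence signal of 40% or more relative to plate controls, in a single-dose primary screen at 18.75 µM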
TRAIL sens C8 = caspase-8 TRAIL sensitization | NB7+C8 cells + TRAIL, ATPlite viability luminescence | inhibition (viability loss, TRAIL sensitization), % at 10 µM | hit rate 1% among 360,000;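 active = compounds causing at least 50% loss of cell viability in the single-dose screen, relative to plate controls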
Peg3 promoter = Peg3 promoter activity inhibition | HeLa PEG-Prom luciferase reporter, luminescence, overnight | inhibition, % at 20 µM | hit rate 1.7% among 360,000;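 active = inhibition of at least 50% at 20 µM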
Shn3 inh set2 = Schnurri-3 reporter inhibition in Clone20 osteoblasts | Clone20 osteoblast Shn3 3'UTR firefly luciferase, 24 h | inhibition, % at 12.5 µM | hit rate 0.52% among 360,000;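 active = mean inhibition of at least 75% with every replicate also reaching 75%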;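 also: 0% = median of neutral control wells and 100% = pilot-screen positive control compound; some compounds past the cut are filed as inactive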
LMP1 NFkB inh = Epstein-Barr LMP1 NF-kappaB reporter inhibition; AID 504558; hit rate 0.69% among 350,000; inhibition, % at 12.5 µM; LMP1-induced NF-kappaB luciferase reporter cells, luminescence; in the data active = inhibition above about 41%;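 also: 0% = neutral control wells and 100% = reference inhibitor control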
* = called active by the depositor. An excerpt. The share of hits here may be higher or lower than overall.

Screening Cc1ccc(-c2nc(CNC(=O)c3ccco3)cs2)cc1 returned NR2E3 ag-1 0, iPSC survival up 0.9, NR2E3 ag-2 -10, KKLEB tox -6, CF NFkB inh 9, TRPM1 prom inh -41, HIF-2a inh -157, TRAIL sens C8 2, Peg3 promoter -121, Shn3 inh set2 15 and LMP1 NFkB inh 7.
COc1cc(CNCc2cccs2)ccc1OCC(N)=O was read as NR2E3 ag-1 4, iPSC survival up 0.0, NR2E3 ag-2 -6, KKLEB tox 12, CF NFkB inh 10, TRPM1 prom inh 15, HIF-2a inh 13, TRAIL sens C8 -6, Peg3 promoter -4, Shn3 inh set2 -1 and LMP1 NFkB inh -1.
`COc1ccc(NC(=O)CN(C)C(=O)CCSc2ccc(C)cc2)cc1` gave NR2E3 ag-1 4, iPSC survival up 0.5, NR2E3 ag-2 -19, KKLEB tox 2, CF NFkB inh -14, TRPM1 prom inh 2, HIF-2a inh -22, TRAIL sens C8 2, Peg3 promoter -4, Shn3 inh set2 2 and LMP1 NFkB inh -3.
Screening COc1ccc(-c2csc(N)n2)cc1 returned NR2E3 ag-1 0, iPSC survival up -1.5, NR2E3 ag-2 -78, KKLEB tox 0, CF NFkB inh -12, TRPM1 prom inh -49, HIF-2a inh -158, TRAIL sens C8 1, Peg3 promoter -179, Shn3 inh set2 3 and LMP1 NFkB inh -1.
COc1ccc(CNC(=O)C(C)OC(=O)c2cccc(N(C)C)c2)cc1 (centres undefined) was read as iPSC survival up -1.1, NR2E3 ag-2 -33, KKLEB tox 13, CF NFkB inh -26, TRPM1 prom inh 7, HIF-2a inh -80, TRAIL sens C8 -6, Peg3 promoter 13, Shn3 inh set2 -13 and LMP1 NFkB inh 1.
`CCS(=O)(=O)NCC(c1cccnc1)N1CCN(c2ccc(OC)cc2)CC1` (centres undefined) gave NR2E3 ag-1 1, iPSC survival up -0.8, NR2E3 ag-2 -1, KKLEB tox -2, CF NFkB inh 3, TRPM1 prom inh -1, HIF-2a inh -4, TRAIL sens C8 -6, Peg3 promoter 0, Shn3 inh set2 2 and LMP1 NFkB inh -5.
CCOC(=O)c1c(NC(=O)COc2ccc3ccc(=O)oc3c2)sc(C(=O)N(C)C)c1C was read as NR2E3 ag-1 11, iPSC survival up -0.2, NR2E3 ag-2 -28, KKLEB tox 3, CF NFkB inh -6, TRPM1 prom inh -14, HIF-2a inh 7, TRAIL sens C8 12, Peg3 promoter -13, Shn3 inh set2 9 and LMP1 NFkB inh -5.
O=C1C2C3C=CC(C3)C2C(=O)N1c1cccc(-c2nc3ccccc3o2)c1 (centres undefined) was read as NR2E3 ag-1 1, iPSC survival up -3.7, NR2E3 ag-2 -5, KKLEB tox -16, CF NFkB inh 6, TRPM1 prom inh -1, HIF-2a inh -53, TRAIL sens C8 -3, Peg3 promoter -7, Shn3 inh set2 -26 and LMP1 NFkB inh 3.
For Cc1nn(Cc2ccccc2Cl)c(C)c1NC(=O)CCCn1nc([N+](=O)[O-])c(Cl)c1C the results were NR2E3 ag-1 3, iPSC survival up -0.5, NR2E3 ag-2 8, KKLEB tox -5, CF NFkB inh -1, TRPM1 prom inh -4, HIF-2a inh 29, TRAIL sens C8 6, Peg3 promoter 13, Shn3 inh set2 14 and LMP1 NFkB inh 7.
For COC(=O)CCC(=O)Nc1cccc2c(NC(=O)CCC(=O)OC)cccc12 the results were NR2E3 ag-1 -2, iPSC survival up 6.3, NR2E3 ag-2 -16, KKLEB tox 2, CF NFkB inh -3, TRPM1 prom inh 11, HIF-2a inh 9, TRAIL sens C8 5, Peg3 promoter 8 and LMP1 NFkB inh -1.
For O=C(Nc1ccc(Cl)c(Cl)c1)C1CCCCC1 the results were NR2E3 ag-1 1, iPSC survival up -0.8, NR2E3 ag-2 -17, KKLEB tox 7, CF NFkB inh -10, TRPM1 prom inh -17, HIF-2a inh -102, TRAIL sens C8 20, Peg3 promoter -78, Shn3 inh set2 -9 and LMP1 NFkB inh -4.
Screening CCCCOc1ccc(C(=O)NCCOc2cccc(OC)c2)cc1 returned NR2E3 ag-1 -2, iPSC survival up 0.3, NR2E3 ag-2 -36, KKLEB tox 17, CF NFkB inh -30, TRPM1 prom inh -9, HIF-2a inh -21, TRAIL sens C8 1, Peg3 promoter -5, Shn3 inh set2 -6 and LMP1 NFkB inh 1.
For CC(C)(C)NC(=O)C(c1ccc(F)cc1)N(Cc1ccco1)C(=O)CCC(=O)Nc1ccccn1 (centres undefined) the results were NR2E3 ag-1 -1, iPSC survival up 0.0, NR2E3 ag-2 -14, KKLEB tox 4, CF NFkB inh 4, HIF-2a inh 14, TRAIL sens C8 -3, Peg3 promoter -1, Shn3 inh set2 6 and LMP1 NFkB inh -25.
For O=C(NCCc1ccccc1)C1CCN(C(=O)c2ccc(F)cc2)CC1 the results were NR2E3 ag-1 0, iPSC survival up -0.2, NR2E3 ag-2 -9, KKLEB tox -5, CF NFkB inh 7, TRPM1 prom inh -5, HIF-2a inh -15, TRAIL sens C8 4, Peg3 promoter -13, Shn3 inh set2 5 and LMP1 NFkB inh 2.
`CCOc1ccc(-c2nc(C#N)c(NCc3ccco3)o2)cc1` gave NR2E3 ag-1 1, iPSC survival up -0.8, NR2E3 ag-2 -19, KKLEB tox -9, CF NFkB inh 16, TRPM1 prom inh -17, HIF-2a inh -83, TRAIL sens C8 -11, Peg3 promoter -65, Shn3 inh set2 -15 and LMP1 NFkB inh 3.
`O=C(NCCCn1ccnc1)c1cc(-c2ccc(Cl)cc2)nc2ccccc12` gave NR2E3 ag-1 2, iPSC survival up -0.6, NR2E3 ag-2 -29, KKLEB tox -3, CF NFkB inh -11, TRPM1 prom inh -21, HIF-2a inh -26, TRAIL sens C8 -6, Peg3 promoter -14, Shn3 inh set2 -4 and LMP1 NFkB inh -1.
O=C(COC(=O)c1ccc(Cl)cc1O)NC(=O)C1CCCCC1 was read as NR2E3 ag-1 0, iPSC survival up 2.1, NR2E3 ag-2 2, KKLEB tox 4, CF NFkB inh -2, TRPM1 prom inh 6, HIF-2a inh -5, TRAIL sens C8 -3, Peg3 promoter 5, Shn3 inh set2 -9 and LMP1 NFkB inh -5.
`O=C(CCNS(=O)(=O)c1ccc(OC(F)(F)F)cc1)N1CCN(S(=O)(=O)c2cccc(F)c2)CC1` gave NR2E3 ag-1 -4, iPSC survival up -0.3, NR2E3 ag-2 15, KKLEB tox 4, CF NFkB inh -1, TRPM1 prom inh -6, HIF-2a inh 19, TRAIL sens C8 11, Peg3 promoter 3, Shn3 inh set2 4 and LMP1 NFkB inh 1.
For Cc1ccc(C(=O)N/N=C/c2ccc(-c3cccc(Cl)c3)o2)cn1 the results were NR2E3 ag-1 1, iPSC survival up -0.6, NR2E3 ag-2 -32, KKLEB tox -1, CF NFkB inh -15, TRPM1 prom inh -1, HIF-2a inh -7, TRAIL sens C8 15, Peg3 promoter 22, Shn3 inh set2 -7 and LMP1 NFkB inh -7.
COCCN1C(=O)C(=O)/C(=C(/O)c2ccc(S(=O)(=O)N3CCOCC3)cc2)C1c1ccc(OC)c(OC)c1 (centres undefined) was read as NR2E3 ag-1 2, iPSC survival up 1.0, NR2E3 ag-2 1, KKLEB tox 20, CF NFkB inh -32, TRPM1 prom inh 3, HIF-2a inh 1, TRAIL sens C8 -9, Peg3 promoter -15, Shn3 inh set2 -13 and LMP1 NFkB inh -12.
Screening Cc1ccccc1CNc1nc(N)n(-c2ccccc2)n1 returned NR2E3 ag-1 0, iPSC survival up -2.0, NR2E3 ag-2 10, KKLEB tox -8, CF NFkB inh 2, TRPM1 prom inh -17, HIF-2a inh -9, TRAIL sens C8 -3, Peg3 promoter -48, Shn3 inh set2 -19 and LMP1 NFkB inh 1.
For O=C(O)/C(=C/c1ccco1)NC(=O)c1ccc(Br)o1 the results were NR2E3 ag-1 1, iPSC survival up -0.6, NR2E3 ag-2 -9, KKLEB tox 1, CF NFkB inh -9, TRPM1 prom inh -15, HIF-2a inh 3, TRAIL sens C8 0, Peg3 promoter 3, Shn3 inh set2 7 and LMP1 NFkB inh -7.
C[C@@]12CCC=C[C@H]1[C@H](c1ccccc1Br)N(Cc1ccccc1)C2=O was read as iPSC survival up 5.3, NR2E3 ag-2 -12, KKLEB tox -8, CF NFkB inh 45, TRPM1 prom inh -2, HIF-2a inh 29, TRAIL sens C8 6, Peg3 promoter 16, Shn3 inh set2 17 and LMP1 NFkB inh -4.
CCOC(=O)CC(NS(=O)(=O)c1ccc(OC)c(C)c1)c1cccc([N+](=O)[O-])c1 (centres undefined) was read as NR2E3 ag-1 0, iPSC survival up -1.1, NR2E3 ag-2 -23, KKLEB tox -10, CF NFkB inh 20, TRPM1 prom inh -14, HIF-2a inh 14, TRAIL sens C8 6, Peg3 promoter 13, Shn3 inh set2 -18 and LMP1 NFkB inh 12.
`CCOc1cc(/C=N\NC(=O)c2ccc(NC(=O)C(C)(C)C)cc2)ccc1OC(=O)c1ccc(C)cc1` gave NR2E3 ag-1 1, iPSC survival up -1.9, NR2E3 ag-2 -19, KKLEB tox -18, CF NFkB inh 26, TRPM1 prom inh 17, HIF-2a inh 10, TRAIL sens C8 15, Peg3 promoter 27, Shn3 inh set2 15 and LMP1 NFkB inh -2.
`C/C(=N\N=C1/NC(=O)C(C)S1)c1ccc([N+](=O)[O-])cc1` (centres undefined) gave NR2E3 ag-1 0, iPSC survival up -0.7, NR2E3 ag-2 -14, KKLEB tox 16, CF NFkB inh -10, TRPM1 prom inh -7, HIF-2a inh -16, TRAIL sens C8 -1, Peg3 promoter -1, Shn3 inh set2 -14 and LMP1 NFkB inh 1.
Cc1ccc(S(=O)(=O)N2CCCC2C(=O)NC2CCCCC2)cc1 (centres undefined) was read as NR2E3 ag-1 1, iPSC survival up -1.1, NR2E3 ag-2 -5, KKLEB tox 0, CF NFkB inh 4, TRPM1 prom inh -10, HIF-2a inh 8, TRAIL sens C8 -8, Peg3 promoter 18, Shn3 inh set2 7 and LMP1 NFkB inh 9.
For CCOC(=O)N1CCN(C(=O)c2cc3cc(Br)ccc3oc2=O)CC1 the results were NR2E3 ag-1 2, iPSC survival up -1.3, NR2E3 ag-2 -19, KKLEB tox -1, CF NFkB inh 1, HIF-2a inh 13, TRAIL sens C8 15, Peg3 promoter 7, Shn3 inh set2 9 and LMP1 NFkB inh 7.
For Cc1cc(C)n(S(=O)(=O)c2cc(C)c(C)cc2C)n1 the results were NR2E3 ag-1 0, iPSC survival up 5.0, NR2E3 ag-2 0, KKLEB tox -9, CF NFkB inh -6, TRPM1 prom inh 0, HIF-2a inh 28, TRAIL sens C8 0, Peg3 promoter 12, Shn3 inh set2 6 and LMP1 NFkB inh 12.
